M4 PAM = potentiates acetylcholine response at human M4 receptor; activation, % at 3 µM; CHO-K1 hM4/Gqi5, Fluo-8 calcium fluorescence, ACh EC20; 0% = ACh EC20, 100% = maximal ACh; 0.4% of 360,000 active; AID 624126;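 active = activation above its plate's cutoff, the mean activation of sample wells plus 3 SD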; also: some results filed as inactive read as strong as hits
CRFR2-BP ag = agonists of human CRF-binding protein/CRF-R2 receptor complex | HEK293 CRF-R2/CRF-BP, calcium dye fluorescence (FLIPR); percent of saturating CRF peptide response | activation, % at 13.2 µM | 0.46% of 350,000 active;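 active = activation of at least 50%, plus an integration ratio under a set limit after plate pattern correction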;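 also: plate controls were neutral control wells without compound for no effect and CRF at EC100 for full effect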
M1 PAM parental = M1 PAM counterscreen hit in parental CHO-K1 cells; ATP EC20, Fluo-8 calcium fluorescence; 0% at ATP EC20, 100% at ATP max; activation, % at 3 µM; 0.02% of 360,000 active;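 active = activation above the run cutoff, the mean activation of all test compounds plus 3 SD, cut at about 40% in these data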;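 also: peak over basal fluorescence ratio in a 140 s read after ATP addition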
CHRM5 antagonist = blocks acetylcholine activation of human M5 receptor; P08912; CHO-hM5 cells, Fluo-8 calcium fluorescence, ACh EC80; inhibition, % at 3 µM; 0.59% of 360,000 active; AID 624040;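 active = inhibition above a per-plate cutoff, the mean of that plate's test compounds plus 3 SD, cut at about 27% in these data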;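 also: 0% = acetylcholine EC80 with DMSO and 100% = DMSO without agonist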
Target sequence (P08912 whole entry, looked up): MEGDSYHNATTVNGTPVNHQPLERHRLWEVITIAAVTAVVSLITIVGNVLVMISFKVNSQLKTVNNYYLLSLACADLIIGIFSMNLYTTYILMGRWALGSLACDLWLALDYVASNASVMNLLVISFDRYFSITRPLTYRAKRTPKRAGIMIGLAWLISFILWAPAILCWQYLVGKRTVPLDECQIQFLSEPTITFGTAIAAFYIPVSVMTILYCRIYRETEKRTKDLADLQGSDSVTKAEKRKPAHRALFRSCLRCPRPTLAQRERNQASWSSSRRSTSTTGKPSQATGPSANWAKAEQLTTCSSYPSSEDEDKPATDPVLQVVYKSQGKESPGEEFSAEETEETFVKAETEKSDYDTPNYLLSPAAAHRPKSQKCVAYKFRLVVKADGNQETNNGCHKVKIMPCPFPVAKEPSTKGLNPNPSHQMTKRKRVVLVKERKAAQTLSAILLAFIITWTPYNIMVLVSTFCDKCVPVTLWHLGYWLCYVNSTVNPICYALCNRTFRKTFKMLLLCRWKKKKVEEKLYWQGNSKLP
TAAR1 antagonist = human TAAR1 antagonism; Q96RJ0; CHO RD-HGA16 TAAR1, Fluo-8 calcium fluorescence, antagonist; inhibition, % at 3 µM; 1.5% of 360,000 active;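 active = inhibition above a per-plate cutoff, the mean inhibition of test compounds on that plate plus 3 SD, cut at about 49% in these data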;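 also: 0% = DMSO plus EC80 beta-PEA response and 100% = DMSO alone without agonist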
Target sequence (Q96RJ0 whole entry, looked up): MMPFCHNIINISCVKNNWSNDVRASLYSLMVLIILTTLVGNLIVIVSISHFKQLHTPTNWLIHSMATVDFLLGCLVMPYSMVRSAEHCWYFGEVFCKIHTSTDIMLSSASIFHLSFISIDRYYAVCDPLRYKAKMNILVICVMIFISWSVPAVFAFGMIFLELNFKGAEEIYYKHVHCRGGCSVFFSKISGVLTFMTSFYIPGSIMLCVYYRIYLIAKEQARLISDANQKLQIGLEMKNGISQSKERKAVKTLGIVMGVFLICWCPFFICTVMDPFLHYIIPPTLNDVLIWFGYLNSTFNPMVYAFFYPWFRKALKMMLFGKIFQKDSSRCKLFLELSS
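System: RD-HGA16 CHO cells with stable hTAAR1 and Gα16 | Probe or stimulus: EC80 β-phenethylamine stimulus | Dosing: 3 µM, single point | Times: Dye loading 75 min at 37 °C, then 30 min room temperature | Measured by: Fluo-8 calcium-sensitive fluorescence | Read-out basis: % inhibition of agonist calcium response | Replicates: n of 1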
CRFR2-BP antag = blocks CRF-induced signaling of the CRF-BP/CRF-R2 complex. inhibition, % at 11.8 µM. AID 588475. HEK293 CRF-R2/CRF-BP, CRF-induced calcium fluorescence. 0.59% of 350,000 active;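 active = inhibition of the ligand-induced calcium signal above about 50% at the single tested concentration, limit read from the data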
TAAR1 ag = human TAAR1 agonism; Q96RJ0; CHO RD-HGA16 TAAR1, Fluo-8 calcium fluorescence; vehicle wells 0%, saturating PEA agonist 100%; activation, % at 3 µM; 0.99% of 360,000 active;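 active = activation above the mean activation of all test compounds in the run plus 3 SD, cut at about 38% in these data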
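Assay system: CHO-derived RD-HGA16 cells with stable Gα16 and human TAAR1; timing: 17-24 h seeding, 75 min 37 °C dye, 30 min RT; read-out: % activation from peak over basal fluorescence ratio, DMSO-to-PEA scaled; measured by: kinetic Fluo-8 calcium fluorescence; benchmarks: low control DMSO, high control PEA (EC100); doses: 3 µM single concentration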
M5 ag = CHRM5 agonism in calcium assay | CHO-K1 hM5 cells, Fluo-8 calcium fluorescence; 0% DMSO wells, 100% maximal acetylcholine response | P08912 | 0.19% of 360,000 active | activation, % at 3 µM | AID 624037;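 active = activation above the run's mean over test compounds plus 3 SD, cut at about 23% in these data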;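 also: signal is peak over basal fluorescence ratio across the kinetic read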
CHRM5 PAM = potentiates acetylcholine response at human M5 receptor; AID 624038; P08912; 0.3% of 360,000 active; activation, % at 3 µM; CHO-K1 hM5, Fluo-8 calcium, ACh EC20 PAM; 0% = ACh EC20, 100% = ACh EC100;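 active = activation above the run cutoff, the mean activation of all test compounds plus 3 SD, cut at about 18% in these data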
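System: CHO-K1 cell line with stable human muscarinic M5 receptor expression | Also added: EC20 acetylcholine as agonist stimulus | Compound: One concentration, 3 µM final (nominal) | Timing: Fluo-8 loading 80 min at 37 °C plus 30 min room temperature | Measured by: Fluo-8 calcium dye fluorescence, kinetic read | Read-out basis: % activation, ACh-normalized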
An asterisk follows results filed as active; · = no result given; & = joins results of further samples. An unsorted share of the library; about 4.2% have a hit in one of these screens.

Sample of the layout:
SMILES	M4 PAM	CRFR2-BP ag	M1 PAM parental	CHRM5 antagonist	TAAR1 antagonist	CRFR2-BP antag	TAAR1 ag	M5 ag	CHRM5 PAM
O=C(O)c1sccc1SCc1ccc(Cl)cc1Cl	6.9	-6.4	3.3	4.4	2.3	24.1	-1.6	-4.7	-2.8
CC[C@@H](NS(=O)(=O)c1ccc(C)cc1)C(=O)Oc1ccc2c3c(c(=O)oc2c1)CCC3	-10.3	-0.2	-4.7	10.2	29.8	-2.3	12.3	2.9	-17.8

The list itself, from the start:
SMILES	M4 PAM	CRFR2-BP ag	M1 PAM parental	CHRM5 antagonist	TAAR1 antagonist	CRFR2-BP antag	TAAR1 ag	M5 ag	CHRM5 PAM
O=C(O)c1sccc1SCc1ccc(Cl)cc1Cl	6.9	-6.4	3.3	4.4	2.3	24.1	-1.6	-4.7	-2.8
CC[C@@H](NS(=O)(=O)c1ccc(C)cc1)C(=O)Oc1ccc2c3c(c(=O)oc2c1)CCC3	-10.3	-0.2	-4.7	10.2	29.8	-2.3	12.3	2.9	-17.8
CCN(CC)C(=O)CC(c1ccc2c(c1)OCO2)c1c(O)cc(OC)cc1OC (centres undefined)	2.4	-4.7	2.1	5.7	-2.7	22.9	5.4	-4.2	-1.9
Cc1ccc(/C=C/c2ccc(=O)n(Cc3ccc(F)cc3)n2)cc1	-10.7	0.6	11.2	-9.1	5.3	-31.9	8.4	1.8	-8.1
COc1ccc(CNC(=O)CCCn2nc(C)c3c(C)n(-c4ccc(C)cc4)nc3c2=O)cc1OC	-6.7	0.4	17.0	15.7	-3.7	20.2	-0.2	-4.4	-6.7
CCn1c(SCC(=O)NCc2ccco2)nnc1-c1ccc(N)cc1	-0.7	0.5	4.4	-5.8	2.7	6.6	7.5	-2.5	-0.6
Cc1cc2cccc(C)c2nc1SCC(=O)NCC1CCCO1 (centres undefined)	2.0	-1.6	13.7	2.8	-3.6	12.1	8.8	-4.5	0.8
COC(=O)/C(=C/c1ccco1)NC(=O)c1ccco1	5.1	-1.8	24.1	2.3	5.1	4.3	6.7	0.9	-3.5

SMILES	M4 PAM	CRFR2-BP ag	M1 PAM parental	CHRM5 antagonist	TAAR1 antagonist	CRFR2-BP antag	TAAR1 ag	M5 ag	CHRM5 PAM
CC(C)(C)OC(=O)NCCCC[C@H](NC(=O)c1[nH]cnc1C(=O)Nc1ccc(Cl)cc1)C(=O)OC(C)(C)C	11.9	6.8	-11.2	-0.9	·	-7.0	·	0.0	-0.4
COc1cccc(C2CC(c3ccccc3C)n3nc(N)nc3N2)c1 (centres undefined)	5.4	-2.1	12.0	-0.9	7.5	2.5	3.9	4.9	-0.4
CCN1CCN(c2cc(C)c3cc(NC(=O)c4cccs4)ccc3n2)CC1	-4.5	-3.3	3.4	1.1	-19.5	4.3	0.2	-6.7	3.5
O=C(COC(=O)c1ccc2c(c1)OCO2)Nc1ccccc1	-6.5	0.3	-10.3	4.9	-6.6	3.7	3.5	-1.0	1.0
COc1ccc(NC(=O)CSc2nc3ccccc3c(=O)n2CCCN2CCCCC2)c(OC)c1	-3.3	-1.3	24.9	5.1	5.8	-8.0	-0.7	-9.6	-3.9
CN(C)c1ccnc2c[cH-]cc12.[Fe].c1ccc(-[c-]2[c-](-c3ccccc3)[c-](-c3ccccc3)[c-](-c3ccccc3)[c-]2-c2ccccc2)cc1 (centres undefined)	2.8&1.0	-1.4&-2.4	7.9&10.3	0.8&15.0	3.6&-17.8	11.5&9.1	3.5&16.3	-4.4&-2.6	1.1&3.2
Cc1cc(=O)oc(C)c1C(=O)Nc1ccccc1F	-5.4	0.3	-7.5	5.4	7.9	-7.0	-0.1	0.7	-7.2
CN(C)CCNC(=O)c1c(CSc2ccc(Cl)cc2)noc1C(=O)NCc1ccccc1	-1.7	1.6	13.3	8.9	10.4	-1.5	16.0	-4.8	4.8

SMILES	M4 PAM	CRFR2-BP ag	M1 PAM parental	CHRM5 antagonist	TAAR1 antagonist	CRFR2-BP antag	TAAR1 ag	M5 ag	CHRM5 PAM
O=C(OCc1ccc(Cl)c(Cl)c1)c1cccnc1Cl	-5.0	0.6	5.2	7.3	5.3	-4.0	-2.4	-1.1	-4.2
COc1ccc(/C=C(/NC(=O)c2ccco2)C(=O)N2CCCC2=O)cc1	2.0	-0.2	15.9	-10.3	-4.8	-1.8	0.8	-0.6	-1.0
COc1ccccc1C(=O)NCCC(=O)N1CCN(c2ccc(C(F)(F)F)cn2)CC1	-7.0	-0.3	-27.8	12.1	-9.2	4.3	2.0	2.0	-11.2
Nc1ccccc1-c1ccccc1N	4.8	-1.4	-4.6	-3.8	1.8	-10.3	0.2	-3.5	-1.8
Fc1ccc(-c2csc(N3CCOCC3)n2)cc1	-9.0	0.6	2.1	-4.0	-2.6	3.6	-0.3	4.9	4.7
COc1ccc(S(=O)(=O)N2CCC(C(=O)NCCC(=O)Nc3cccc(OC)c3)CC2)cc1	5.7	-2.4	14.6	1.4	-21.8	-8.0	-0.6	-1.6	2.5
O=C(O)c1ccc(C=NN=Cc2ccco2)cc1	8.4	3.6	11.9	-6.2	-11.6	29.1	4.7	8.0	-1.4
CCCCn1nnnc1C(C1CC1)N1CCN(C/C=C/c2ccccc2)CC1 (centres undefined)	-6.3	·	-7.5	3.0	-22.5	·	8.8	-6.7	-11.6

SMILES	M4 PAM	CRFR2-BP ag	M1 PAM parental	CHRM5 antagonist	TAAR1 antagonist	CRFR2-BP antag	TAAR1 ag	M5 ag	CHRM5 PAM
CC(C)CN(C(=O)COC(=O)c1cc(=O)[nH]c2ccccc12)c1c(N)n(Cc2ccccc2)c(=O)[nH]c1=O	0.6	0.6	-0.7	4.7	8.5	7.5	12.5	0.8	-5.9
CCCCCCn1cc(C(=O)OCC)c(=O)c2cc(F)c(F)cc21	38.3*	-1.3	7.3	-2.1	-5.3	-1.3	13.8	-0.3	15.8
CC(C)N(Cc1ccccc1)C(=O)CN1C(=O)COc2ccc(S(=O)(=O)N3CCCCCC3)cc21	-7.3	1.5	38.0	3.0	-21.3	-10.3	2.0	1.6	-5.5
COc1ccccc1C1=NOC(Cn2c(NCCOCCO)nc3c2c(=O)n(C)c(=O)n3C)C1 (centres undefined)	-3.0	-1.5	-11.1	-14.4	-20.6	-3.2	2.8	-0.1	-0.1
O=C(Nc1ccc2c(c1)OCCO2)C1CC1c1ccccc1 (centres undefined)	-3.8	0.0	15.1	-2.7	-2.8	19.3	0.8	-4.0	5.4
O=C1CC(c2ccco2)CC(O)=C1C=NCC1CCNCC1 (centres undefined)	2.6	1.4	16.1	-1.7	-4.5	10.1	-3.2	-2.2	-4.9
O=C(c1ccncc1)N1N=C2CCCCCC2C1(O)C(F)(F)F (centres undefined)	4.6	-3.0	19.6	-4.8	1.3	4.7	7.8	2.9	7.0
COc1ccc(NC(=O)C2CCC(=O)N2C(=O)OCc2ccccc2)cc1 (centres undefined)	0.4	0.4	-7.1	0.9	-7.7	22.6	0.5	-2.8	2.0

| SMILES | M4 PAM | CRFR2-BP ag | M1 PAM parental | CHRM5 antagonist | TAAR1 antagonist | CRFR2-BP antag | TAAR1 ag | M5 ag | CHRM5 PAM |
| --- | --- | --- | --- | --- | --- | --- | --- | --- | --- |
| COc1ccc(/C=N\NC(=O)C2CCCC2)cc1Br | 0.2 | -1.5 | -12.2 | 1.7 | -0.4 | -5.6 | 0.5 | -3.1 | -7.2 |
| Cc1ccc(-c2cc(C(=O)NCc3cccs3)no2)cc1 | -16.3 | 0.4 | 7.3 | 7.7 | -1.4 | -6.7 | 4.0 | 1.4 | -3.8 |
| COc1ccc(-c2cc(C(=O)NCCc3ccc(S(N)(=O)=O)cc3)c3ccccc3n2)cc1 | -11.7 | -2.4 | 11.9 | 14.9 | 53.7* | -10.7 | 7.6 | 3.3 | -16.2 |
| CC(=O)Nc1nnc(SCC(=O)NC2CCCC2)s1 | 3.8 | 1.7 | 5.1 | 0.0 | -5.5 | 1.4 | -2.3 | -0.3 | 0.9 |
| O=C(Cc1c[nH]c2ccccc12)NCc1ccco1 | 5.9 | 1.3 | -4.2 | 4.6 | -4.3 | 0.8 | 0.9 | -2.8 | 3.2 |
| CC(=O)N1c2ccc(S(=O)(=O)N(C)CC(=O)NC3CCCC3)cc2CC1C (centres undefined) | 7.7 | 2.3 | 10.8 | 1.4 | 8.5 | 62.8* | -0.1 | 0.0 | 1.4 |
| Cc1ccccc1NC(=O)CSc1nnc(C2CC2)n1CC1CCCO1 (centres undefined) | -4.6 | 0.3 | 5.3 | 10.9 | 0.9 | -46.6 | 0.6 | -0.2 | 3.6 |
| S=C(Nc1ccc2c(c1)OCO2)N1CCN(Cc2ccco2)CC1 | 3.0 | 0.7 | -19.3 | 6.3 | 6.2 | -1.7 | 1.0 | 1.1 | 0.9 |
| C=CCN(c1ccc(F)cc1)S(=O)(=O)c1cc(C(=O)NC2CCC(O)CC2)ccc1Cl (centres undefined) | 3.2 | -0.2 | -3.5 | 2.6 | 2.0 | 2.3 | 0.8 | -2.6 | -5.9 |
| Cc1cccc(NC(=O)CSc2nc3nc4c(cc3c(=O)n2-c2ccccc2)CCCC4)c1 | 12.4 | 4.7 | 25.3 | 2.5 | 14.9 | -51.3 | 1.7 | -1.9 | -3.3 |
| COc1ccc(CNC(=O)C/C(C)=N/NC(=O)C(c2ccccc2)c2ccccc2)cc1 | -0.6 | 0.4 | 13.1 | 1.2 | -5.0 | -7.9 | -0.8 | -2.5 | -6.0 |
| CC(=O)c1ccc(NC(=O)CN2C(=O)CCC2=O)cc1 | 0.3 | 4.6 | 10.8 | 4.9 | 4.4 | -0.1 | 4.5 | 0.1 | 4.5 |
| Fc1ccc(-c2nc3ccc(Br)cn3c2Cc2cccc(F)c2)cc1 | 3.8 | · | 4.0 | -1.3 | -16.2 | · | 0.8 | -1.5 | 0.1 |
| Cc1ccc2sc(C)[n+](CCO)c2c1 | 1.8 | 0.3 | -10.7 | 4.2 | 4.0 | -6.4 | 7.5 | -4.4 | 0.7 |
| O=C(CNC(=O)c1cccs1)NCC(=O)OCc1ccc(F)cc1 | -3.2 | 0.0 | -6.6 | -3.2 | 6.2 | 2.4 | 0.6 | -1.2 | 4.1 |
| O=C(Nc1ccc(-c2nnc(-c3ccccc3)o2)cc1)c1ccc(Br)o1 | 3.6 | 0.3 | 9.9 | -5.4 | 71.0* | 22.2 | 7.6 | 1.5 | 6.9 |
| O=C1c2ccccc2C(O)(Cc2ccccc2)N1Cc1ccco1 (centres undefined) | 1.9 | -2.6 | 6.8 | -1.4 | -3.5 | 9.8 | 6.5 | 1.1 | 1.6 |
| Cn1ncc(Cl)c1C(=O)Nc1ccc(Cl)cn1 | -1.7 | -1.0 | -3.8 | 1.1 | 11.8 | -8.0 | 3.1 | -1.6 | -6.2 |
| CON=C1C=C(C)C(=O)C(C)=C1C | 3.1 | -1.1 | 9.2 | 6.9 | -2.7 | 17.2 | 0.6 | 4.9 | 2.0 |
| CCOc1ccccc1OCCOCCOc1c(Cl)cccc1Cl | 1.5 | -0.4 | -10.3 | -2.1 | 1.1 | 28.7 | 2.9 | -3.1 | 0.3 |
